Compound activity: PubChem, several laboratories
TWEAK Fn14 block – blocks TWEAK-Fn14 interaction in a reporter cell assay | inhibition, % at 10 µM | AID 1159606 | 360,000 compounds, 2% hits | TWEAK-stimulated Fn14 reporter cells, luciferase luminescence, 8 h; in the data active = inhibition above about 50%
Peg3 promoter – inhibitors of Peg3 promoter | HeLa PEG-Prom luciferase reporter, luminescence, overnight | inhibition, % at 20 µM | 360,000 compounds, 1.7% hits;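 active = inhibition of at least 50% at 20 µM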
CF NFkB block – blocks PAF-induced NF-kB reporter in cystic fibrosis cells. KKLEB NF-kB-GFP reporter, GFP fluorescence overnight. AID 588850. inhibition, % at 5 µM. 360,000 compounds, 0.86% hits;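 active = at least 50% inhibition at 5 µM, scaled per plate between neutral and stimulator controls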;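 note: PAF is a Pseudomonas aeruginosa culture filtrate used as stimulus; plate controls were PAF-stimulated DMSO wells for no effect and unstimulated DMSO wells for full effect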
KKLEB cytotox – counter-screen for CF NF-kB inhibitors: cytotoxicity; 360,000 compounds, 0.36% hits; AID 602141; KKLEB CF airway cells viability, ATPlite luminescence, overnight; active compounds read low; cells stimulated with P. aeruginosa culture filtrate; activity change (cytotoxicity), % at 5 µM;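 active = corrected activity change at or below -50% at 5 µM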
HIF-2a block – HIF-2a inhibition; 786-0 RCC cells HIF-2a reporter, luciferase luminescence, overnight; inhibition, % at 18.8 µM; 360,000 compounds, 0.72% hits; AID 624352;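 active = inhibition of the luminescence signal of 40% or more relative to plate controls, in a single-dose primary screen at 18.75 µM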
TRPM1 prom inh – MITF TRPM1 promoter inhibition in SK-MEL-5 cells; 330,000 compounds, 0.83% hits; inhibition, % at 12.5 µM; SK-MEL-5 TRPM1 promoter luciferase, 24 h;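 active = mean inhibition across replicates of 60% or more, whatever share of single replicates reaches that level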; note: values of inactives mirror those of a sister screen read the other way
aDG glyco up – alpha-DG glycosylation activation; Pro5-aDG cells, alpha-DG glycosylation AlphaScreen (IIH6); 0% Pro5, 100% B10-LARGE cell signal; AID 624168; 360,000 compounds, 0.22% hits; activation, % at 10 µM;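 active = activation of at least 8% versus controls, or a plate z-score of at least 8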;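 note: Pro5 are CHO cells carrying HIG-tagged alpha-DG that lacks glycosylation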
iPSC survival up – increases survival of single human iPS cells. AID 602274. 360,000 compounds, 0.044% hits. hiPSC single-cell survival, ATPlite luminescence; 100% = ROCK inhibitor wells, 0% = DMSO. survival enhancement, % at 20 µM; in the data active = survival enhancement above about 18%;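 note: cells exposed to compounds for 16 hours before the ATP read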
NR2E3 ag-1 – agonists of human nuclear receptor NR2E3; GST-NR2E3/biotin-RetCOR TR-FRET, 1536-well; 320,000 compounds, 0.12% hits; inhibition of corepressor binding, % at 4.78 µM; AID 2300;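 active = percent inhibition above the cutoff of mean plus 3 SD of all tested compounds, set per screening campaign, cut at about 20% in these data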;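 note: 0% = DMSO wells and 100% = biotin wells as full block of FRET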
Target sequence (Q9Y5X4 whole entry, looked up): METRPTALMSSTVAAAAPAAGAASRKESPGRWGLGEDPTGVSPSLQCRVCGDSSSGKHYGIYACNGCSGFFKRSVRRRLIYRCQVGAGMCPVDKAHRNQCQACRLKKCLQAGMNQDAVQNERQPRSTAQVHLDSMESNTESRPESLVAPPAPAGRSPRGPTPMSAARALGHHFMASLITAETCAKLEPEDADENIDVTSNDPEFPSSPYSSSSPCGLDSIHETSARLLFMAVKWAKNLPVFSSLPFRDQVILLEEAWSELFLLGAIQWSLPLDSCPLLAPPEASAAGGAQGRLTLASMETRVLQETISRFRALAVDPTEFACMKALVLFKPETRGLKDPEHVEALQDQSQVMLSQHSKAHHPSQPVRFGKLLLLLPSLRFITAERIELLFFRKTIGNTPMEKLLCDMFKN
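System: GST-tagged NR2E3 plus biotinylated RetCOR corepressor; Buffer or medium: pH 7.5 Tris-based buffer; Probe or stimulus: RetCOR corepressor, biotinylated, 7 nM; Doses: compound at 4.8 µM, single dose; Schedule: 5 h incubation at 4 °C; Technique: time-resolved FRET; Evaluation: percent inhibition of TR-FRET ratio; Replication: one well per compound, singlicate testing.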
NR2E3 ag-2 – activates human NR2E3 receptor. inhibition of corepressor binding, % at 3.98 µM. AID 602229. 360,000 compounds, 0.35% hits. Q9Y5X4. CHO-S Gal4-NCOR/VP16-NR2E3 two-hybrid, luciferase;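 active = inhibition above the mean of all tested compounds plus 3 SD, cut at about 70% in these data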;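 note: 0% = DMSO with NR2E3 transfected cells and 100% = cells lacking NR2E3 construct; higher means lower luciferase signal from less NR2E3 corepressor binding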
Shn3 inh set2 – Schnurri-3 reporter inhibition in Clone20 osteoblasts. Clone20 osteoblast Shn3 3'UTR firefly luciferase, 24 h. inhibition, % at 12.5 µM. 360,000 compounds, 0.52% hits;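 active = mean inhibition of at least 75% with every replicate also reaching 75%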;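 note: 0% = median of neutral control wells and 100% = pilot-screen positive control compound; some compounds past the cut are filed as inactive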
* hit, by the source's call; . = not tested or not shown.

SMILES	TWEAK Fn14 block	Peg3 promoter	CF NFkB block	KKLEB cytotox	HIF-2a block	TRPM1 prom inh	aDG glyco up	iPSC survival up	NR2E3 ag-1	NR2E3 ag-2	Shn3 inh set2
COc1cccc(/C=C2/NC(=O)N(CC(=O)Nc3ccc(C)cc3)C2=O)c1OCc1cccc(C(=O)O)c1	12	2	-5	5	0	-3	0.0	0.8	1	-6	0
CCOC(=O)c1ccc(NC(c2ccc(N(C)C)cc2)P(=O)(OC(C)C)OC(C)C)cc1 (stereo not drawn)	-25	22	-12	-17	16	0	-0.1	-0.6	5	-8	2
O=[N+]([O-])c1ccccc1Oc1ccc(C(F)(F)F)cn1	7	2	18	4	4	-5	0.4	0.6	-1	-10	9
CCN(CC(=O)NCc1ccc(Cl)cc1)C(=O)C1CCN(S(=O)(=O)c2ccc(OC)c(OC)c2)CC1	-9	10	-3	4	17	3	0.2	-0.1	4	-2	-4
Cc1ccc2nc(SCC(=O)Nc3nonc3N)[nH]c2c1	6	-23	-3	-11	-48	-12	0.0	0.5	2	6	3
COc1ccc(/C=C/C(=O)NC(=S)Nc2ccc(C(=O)O)cc2)cc1	17	-11	-11	-5	-10	-10	-0.3	-0.4	4	-26	-16
O=S(=O)(O)c1ccc(N=Nc2ccccc2)cc1	6	7	10	-4	18	4	0.0	-0.4	5	10	-6
Cc1ccc(C2NS(=O)(=O)N=C2N)cc1 (stereo not drawn)	-6	-1	-3	1	3	8	0.0	-0.7	1	9	-4
O=C(Nc1ccccc1)N1CCN(Cc2ccccc2)CC1	-16	-51	-3	-10	-110	-7	0.2	-4.3	3	-24	-27
O=C(Nc1cc(S(=O)(=O)N2CCCCC2)ccc1Oc1ccccc1)C1=COCCO1	-10	16	6	6	23	0	0.2	-0.3	-1	11	2
O=C1N[C@@H](Cc2ccccc2)C(=O)N2CCCC12 (stereo partly drawn)	-6	-4	-22	4	-2	-9	0.4	-1.2	.	-31	-8
O=C1NC(=O)C(=Cc2ccccc2)N1	-5	0	-44	0	4	6	0.0	-1.7	.	-8	-11
Cc1cc(C(=O)NNC(=O)/C=C/c2ccc(F)cc2)c(C)o1	3	11	-2	-11	-10	8	-0.1	-0.2	1	2	-5
CCc1nc2ccc(C(=O)N(C)C(C)C)cn2c1N(CC)Cc1cccc(Br)c1	-5	13	16	0	9	.	0.3	-2.0	.	72*	-16
Nc1nonc1-c1nc2ccccc2n1CC(=O)NC1CCCC1	-2	14	3	-17	23	8	-0.1	1.8	1	-7	-13
Cc1n[nH]c(C)c1S(=O)(=O)N1CCCC(C(=O)NCc2ccccc2Cl)C1 (stereo not drawn)	1	13	-16	19	25	7	-0.1	0.6	-1	-22	23
CCOc1ccc(C(=O)Nc2ccc(NC(=S)NC(=O)CC)cc2)cc1Cl	-1	14	4	0	1	4	0.6	2.7	-5	1	-19
CCOC(=O)c1sc(NC(=S)NC(=O)c2ccccc2)c(C(=O)OCC)c1C	-26	7	22	-31	6	27	-0.2	4.8	-1	-19	12
COc1ccc(NC2CCCN(C(=O)c3cc(C)nc4cc(F)ccc34)C2)cc1 (stereo not drawn)	-5	7	13	-9	5	6	0.2	-0.1	0	-7	3
CCCCN(C(=O)c1cc(S(=O)(=O)N2CCOCC2)ccc1Cl)c1c(N)n(CC(C)C)c(=O)[nH]c1=O	4	5	11	-3	29	6	0.1	-0.2	4	-22	-2
COc1ccc(/C=N/NC(=S)Nc2ccccc2[N+](=O)[O-])cc1O	93*	-28	4	-10	-60	-1	0.0	1.7	0	-10	-22
COc1cc(NS(=O)(=O)c2ccc(N/C=C(\C#N)c3nc4ccccc4o3)cc2)nc(OC)n1	24	13	4	1	13	28	-0.1	1.6	9	23	7
CN1CCN(C(=O)/C=C/c2ccc(Cl)cc2)CC1	-5	-34	6	0	-36	-5	-0.3	-0.2	7	-33	-18
CN(C(=O)c1ccccc1)c1nc2ccccc2s1	41	-172	-18	-12	-196	-40	-0.2	-3.1	-1	-116	-11
C=CCC(NCc1ccccc1)c1ccc(OC)cc1 (stereo not drawn)	5	4	-3	14	8	-4	0.0	-0.6	.	-25	-19
Cc1cc(C(=O)CSc2nnnn2C)c(C)n1CCc1ccc(Cl)cc1	8	8	-26	4	4	-2	0.1	-0.7	1	-12	6
Oc1[nH]c2ccccc2c1N=Nc1nncc2ccccc12	7	-194	-19	1	-250	-75	-0.1	-0.6	-1	-111	-64
CCCC[n+]1c2ccccc2cc2ccccc21	0	21	-2	3	39	15	0.1	0.1	0	-18	28
COC(=O)C1=C(C(=O)OC)[C@@H]2N(Cc3ccccc3)c3ccccc3[C@@]23C[C@@H](C(=O)OC)N(C(=O)NC2CCCCC2)C3=N1	-9	0	-18	14	8	-3	0.1	-3.3	1	-12	2
CCSCCOC(=O)C1=C(C)N(C)C(=O)NC1c1cc(OC)ccc1OC (stereo not drawn)	-4	8	3	6	28	0	0.3	2.6	3	-1	8
Cc1cc(C(=O)OCC(=O)Nc2nccs2)c2ccccc2n1	-4	5	-7	6	3	8	-0.1	-0.4	-3	7	11
COc1cc(C(=O)OCC(=O)N2CCN(C(C)=O)CC2)ccc1OCC(C)C	-10	14	5	13	6	-2	0.1	-0.4	-1	-20	4
COc1ccc2c(c1)C(=O)N(CCc1ccc(S(=O)(=O)NC(=O)NC3CCCCC3)cc1)C(=O)C2(C)C	-17	-4	24	-14	22	5	0.3	-0.3	3	-21	-6
Cc1csc(NC(=O)c2cc[n+]([O-])cc2)n1	1	18	2	-1	7	-9	-0.3	0.6	2	-13	-3
COc1ccc(OC)c(NC(=O)CCN2CC(C)CC(C)C2)c1 (stereo not drawn)	7	11	-14	1	18	-9	0.1	-0.8	0	-6	-3
COc1ccccc1NC(=O)CCn1c(=O)c2cccn2c2ccccc21	-3	9	-21	15	-9	-5	-0.4	-0.6	1	27	-3
CC(C)(C)OC(=O)N1CCC(NC(=O)c2[nH]cnc2C(=O)Nc2cccc(Cl)c2)CC1	40	47	-10	-24	6	15	0.2	-1.7	6	-3	24
CCN1CCN(c2ncnc3scc(-c4ccc(C)c(C)c4)c23)CC1	16	9	25	-1	15	-19	-0.3	0.1	3	-24	14
CCOC(=O)C1(Cc2ccccc2)CCN(Cc2cc(OC)c3c(c2)OCO3)CC1	-11	7	6	-5	21	-2	0.5	-0.4	1	-57	72
CCOc1ccc(S(=O)(=O)Nc2ccccc2C(=O)Nc2ccccc2N2CCOCC2)cc1	6	4	-13	7	-9	3	-0.1	2.9	-3	0	10
O=C(N/N=C/c1ccccc1C(=O)O)c1ccncc1	1	-2	10	7	14	-11	0.0	-0.6	-1	-12	-7
O=C(Nc1nccs1)c1cccc(S(=O)(=O)N2CCCCC2)c1	18	0	-21	7	-5	-1	0.1	-5.2	2	-18	-2
COc1ccc(-n2ncc3c(NC(C)C)ncnc32)cc1	64*	-169	9	-5	-82	-14	-0.2	-2.8	4	-100	-35
O=C(CSc1ccc2nnc(-c3ccccc3)n2n1)NCc1ccc2c(c1)OCO2	13	6	-11	4	18	.	0.3	3.7	2	-4	-4
C[C@@H]1CN([C@@H](C)CO)C(=O)CCCn2nncc2CO[C@H]1CN(C)S(=O)(=O)c1ccccc1C#N	13	8	-9	2	9	.	0.0	1.4	.	-9	12
CC(C)(C)OC(=O)NCc1ccc(CNC(=O)c2nc[nH]c2C(=O)NCc2ccccc2)cc1	14	15	15	-4	14	-4	0.1	3.0	6	3	28
COc1cc(C(=O)N/N=C/c2ccc(OC(=O)c3ccccc3)c(OC)c2)ccc1O	-89	-36	26	-3	7	6	0.1	0.4	.	5	-8
Nc1c(N(CCC2=CCCCC2)C(=O)Cc2ccc(F)cc2)c(=O)[nH]c(=O)n1Cc1ccccc1	13	7	27	-10	3	0	-0.2	-0.5	-2	-8	22
CO/N=C/c1ccc(N2CCN(C(=O)c3cccc(C(F)(F)F)c3)CC2)c([N+](=O)[O-])c1	25	30	7	-7	6	17	0.8	-0.7	-1	19	58
COc1ccc(C2=NN(C(=O)c3ccc(Cl)c([N+](=O)[O-])c3)C(c3ccccc3)C2)cc1 (stereo not drawn)	-16	-10	-23	-4	-10	-8	-0.4	-1.6	-1	24	-7
Cn1c(N)c(Br)c(-c2ccc(F)cc2)c(C#N)c1=O	-5	12	-34	19	17	9	-0.3	-0.5	-1	-6	5
CC1CCN(CC(O)COCCOc2ccc(Br)cc2)CC1 (stereo not drawn)	-4	-1	-1	9	15	-9	0.1	-1.9	-1	-27	11
O=C(CCCCCCCCN1C(=O)c2ccccc2C1=O)N1CCOCC1	0	7	0	7	14	.	0.0	1.5	3	2	18
O=C(Nc1cccc(S(=O)(=O)N2CCOCC2)c1)c1cc(S(=O)(=O)N2CCOCC2)c(Cl)cc1Cl	12	32	1	0	12	6	-0.4	0.2	.	-16	11
CN(c1nnc(N)s1)C1CCCCC1	-13	10	13	6	4	-2	0.2	-0.7	5	-9	-1
CCCCn1c(N)c(N(CCC(C)C)C(=O)c2cccc(N3C(=O)c4ccccc4C3=O)c2)c(=O)[nH]c1=O	1	-14	16	-1	7	6	0.1	-0.2	-3	-17	-13
CC(Nc1ccc(Br)cc1)C(=O)Nc1cccc(S(=O)(=O)N2CCOCC2)c1 (stereo not drawn)	15	5	18	-2	11	5	0.5	0.1	.	7	-1
Cc1ccc(S(=O)(=O)N2CCOCC2)cc1C(=O)OCC(=O)NCCc1ccccc1	-12	5	3	5	-4	13	-0.1	2.5	.	-22	-1
CC/C(C)=N/N1C(=O)c2ccccc2NC1(C)CC (stereo not drawn)	-6	5	-3	6	10	-5	-0.2	-3.7	4	-55	4
COc1ccc(OC)c(/C=C/C(=O)N(C)CC(=O)Nc2ccc(C)cc2)c1	0	7	-5	11	1	-3	-0.2	-0.2	4	1	-17
COCc1c(C(=O)NC(C)c2ccc(S(N)(=O)=O)cc2)oc2ccccc12 (stereo not drawn)	37	6	11	-16	1	6	-0.1	-0.3	1	4	13

An unsorted share of the library; overall some 4.4% were active at least once.
